Screening results as filed in PubChem.
TWEAK Fn14 block – inhibitors of TWEAK-Fn14 signaling, primary screen, luciferase reporter cells, uHTS | TWEAK-stimulated Fn14 reporter cells, luciferase luminescence, 8 h | inhibition, % at 10 µM | 360,000 compounds, 2% hits; in the data active = inhibition above about 50%
SRC3 inh – SRC3 coactivator transcriptional activity inhibitors, primary screen, cell-based, luminescence. HEK293 GAL4-SRC3 luciferase reporter. AID 588352, 2011. inhibition, % at 3.6 µM. 360,000 compounds, 0.17% hits. Nuclear receptor coactivator 3 (Homo sapiens), Q9Y6Q9;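 active = inhibition above a per-campaign cutoff, the mean of all compounds plus 3 SD, cut at about 60% in these data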;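 note: 0% = DMSO-treated cells and 100% = gossypol-treated cells at 36 µM; higher means less SRC3-driven luciferase light from the GAL4 reporter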
SRC1 inh – SRC1 coactivator transcriptional activity inhibitors, primary screen, cell-based, luminescence; Nuclear receptor coactivator 1 (Homo sapiens), Q15788; HEK293 GAL4-SRC1 luciferase reporter; inhibition, % at 3.6 µM; 360,000 compounds, 0.12% hits; AID 588354, 2011;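 active = inhibition above the campaign mean plus 3 SD, with each screening campaign given its own cutoff, cut at about 60% in these data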;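 note: 0% = DMSO treated cells and 100% = gossypol at 36 µM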
TROY NFkB inh – inhibitors of TROY-driven NF-kB signaling, primary screen, Q293 LMP1-TROYcd cells, NF-kB luciferase, uHTS. inhibition, % at 10 µM. 360,000 compounds, 0.98% hits. AID 1347056, 2019. Q293 LMP1-TROYcd NF-kB luciferase reporter, 4 h;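 active = compounds whose plate-normalised and pattern-corrected inhibition of the luciferase reporter signal at the single screening dose is 50% or more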
TLR9-MyD88 block – inhibitors of TLR9-MyD88 association in cells, primary screen, cell-based, CHO, BLA complementation, fluorescence | Toll-like receptor 9 (Homo sapiens) + Myeloid differentiation primary response protein … | CCF4 FRET ratio | inhibition, % at 4.98 µM | 340,000 compounds, 0.21% hits | AID 504734, 2011;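 active = inhibition above the mean over all tested compounds plus 3 SD, cut at about 21% in these data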;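 note: 0% = DMSO only wells and 100% = clavulanate BLA inhibitor control wells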
NCOA2 inhibitor – inhibition of GAL4-SRC2 driven luciferase reporter, primary screen, SRC2 inhibitor project, cell-based, luminescence; AID 651957, 2012; HEK293 GAL4-SRC2 luciferase reporter; Nuclear receptor coactivator 2 (Homo sapiens), Q15596; inhibition, % at 9 µM; 370,000 compounds, 0.17% hits;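 active = inhibition above the mean inhibition of all tested compounds plus 3 SD, set per campaign, cut at about 52% in these data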;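 note: 0% = DMSO treated cells and 100% = cells given Gossypol at 36 µM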
ABHD5-PLIN5 inh – ABHD5-PLIN5 interaction inhibitors, primary screen, cell lysate, split luciferase complementation, luminescence; inhibition, % at 4 µM; 360,000 compounds, 0.78% hits; Split G. princeps luciferase complementation, 4 h;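 active = inhibition above the mean inhibition across every tested compound plus 3 SD, cut at about 22% in these data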;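 note: 0% = DMSO only wells and the 100% control is not disclosed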
NR2F2 inh – NR2F2 transcriptional activity inhibitors, primary screen, cell-based, luciferase reporter, HEK293T, luminescence; COUP transcription factor 2 (Homo sapiens), P24468; HEK293T NGFI-A luciferase reporter; inhibition, % at 8.6 µM; 370,000 compounds, 0.7% hits;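 active = inhibition above a per-plate cutoff, mean inhibition of test wells between control levels plus 3 SD, cut at about 38% in these data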;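 note: cells cotransfected with COUP-TFII expression vector driving the NGFI-A reporter; 0% = median of COUP-TF2 test wells and 100% = reporter-only cells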
Target sequence (P24468 whole entry, looked up): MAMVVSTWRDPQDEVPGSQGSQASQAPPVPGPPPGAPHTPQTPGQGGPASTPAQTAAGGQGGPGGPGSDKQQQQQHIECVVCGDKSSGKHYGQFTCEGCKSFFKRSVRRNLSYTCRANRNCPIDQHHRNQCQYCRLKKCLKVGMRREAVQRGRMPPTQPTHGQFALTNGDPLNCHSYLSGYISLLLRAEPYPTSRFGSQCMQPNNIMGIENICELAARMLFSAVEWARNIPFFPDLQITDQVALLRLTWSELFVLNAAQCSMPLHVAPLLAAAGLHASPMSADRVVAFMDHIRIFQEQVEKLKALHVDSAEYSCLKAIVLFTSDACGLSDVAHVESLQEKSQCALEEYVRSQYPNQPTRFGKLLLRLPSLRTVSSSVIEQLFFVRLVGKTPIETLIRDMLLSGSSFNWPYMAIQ
LRH-1 inv ag – LRH-1 (NR5A2) inverse agonists, primary screen, cell-based, luminescence, HEK293T, StAR-luciferase reporter; Nuclear receptor subfamily 5 group A member 2 (Homo sapiens), O00482; LRH-1 transfected, 24 h; inhibition, % at 3.6 µM; 360,000 compounds, 0.13% hits; AID 602396, 2012;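 active = inhibition above the mean inhibition of all tested compounds plus 3 SD, cut at about 73% in these data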;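 note: 0% = DMSO wells and 100% = reporter-only cells lacking LRH-1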
Target sequence (O00482 whole entry, looked up): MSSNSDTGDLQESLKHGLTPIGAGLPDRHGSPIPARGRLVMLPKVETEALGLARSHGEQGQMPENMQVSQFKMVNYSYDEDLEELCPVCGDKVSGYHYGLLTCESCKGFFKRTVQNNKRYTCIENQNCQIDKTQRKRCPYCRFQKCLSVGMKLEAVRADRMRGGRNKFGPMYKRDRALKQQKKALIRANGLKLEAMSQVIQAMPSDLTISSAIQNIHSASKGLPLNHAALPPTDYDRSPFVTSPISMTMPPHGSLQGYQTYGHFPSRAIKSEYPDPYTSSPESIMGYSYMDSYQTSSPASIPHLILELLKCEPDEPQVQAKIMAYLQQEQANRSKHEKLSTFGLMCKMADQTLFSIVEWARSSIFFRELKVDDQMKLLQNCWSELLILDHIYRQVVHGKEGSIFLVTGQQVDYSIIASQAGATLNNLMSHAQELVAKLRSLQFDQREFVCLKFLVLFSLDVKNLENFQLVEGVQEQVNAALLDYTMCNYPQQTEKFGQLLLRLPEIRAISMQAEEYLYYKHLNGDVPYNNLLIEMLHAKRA
NOD2-RIPK2 inh – NOD2-RIPK2 binding disruptors in cells, primary screen, fluorescence, CHO cells, BLA complementation | CCF4 ratio | inhibition, % at 4.98 µM | 360,000 compounds, 0.38% hits | Receptor-interacting serine/threonine-protein kinase 2 (Homo sapiens), O43353; in the data active = inhibition above about 21%;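 note: 0% = vehicle only and 100% = reference blocker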
Granule exo inh – LAMP-1 surface exposure blockers, TALL-104 cells – cell-based, flow cytometry, MLPCN library, primary screen | 360,000 compounds, 0.66% hits | inhibition, % at 10 µM | AID 651702, 2012 | TALL-104 LAMP-1 surface exposure; cells stimulated with thapsigargin and PMA;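 active = inhibition above about 55%, limit read from the data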
* marks the source's active call; other numbers are inactive results. These rows are one share of the data. The share of hits here may be higher or lower than overall.

What do the screens show for `Cc1cc2ccc(C)c(C)c2nc1SCC#N`?
TWEAK Fn14 block: 3; SRC3 inh: 8; SRC1 inh: -15; TROY NFkB inh: 0; TLR9-MyD88 block: -2; NCOA2 inhibitor: -1; ABHD5-PLIN5 inh: 1; NR2F2 inh: 6; LRH-1 inv ag: 3; NOD2-RIPK2 inh: 1; Granule exo inh: 7

What do the screens show for `CC1=C(C)CC(C(=O)NC2CCN(C(C)C)CC2)C(C(=O)O)C1` (stereo unspecified)?
TWEAK Fn14 block: 0; SRC3 inh: -4; SRC1 inh: -28; TROY NFkB inh: -8; TLR9-MyD88 block: 6; NCOA2 inhibitor: -34; ABHD5-PLIN5 inh: 7; NR2F2 inh: 9; LRH-1 inv ag: 15; NOD2-RIPK2 inh: -12; Granule exo inh: -9

How did CCCOC(=O)C1=C(C)NC(=O)NC1c1cc2c(cc1Br)OCO2 (stereo unspecified) do in these assays?
TWEAK Fn14 block: -11; SRC3 inh: -4; SRC1 inh: 1; TROY NFkB inh: -19; TLR9-MyD88 block: -6; NCOA2 inhibitor: 11; ABHD5-PLIN5 inh: -3; NR2F2 inh: 7; LRH-1 inv ag: -7; NOD2-RIPK2 inh: -9; Granule exo inh: -2

Results for COc1cc2c(CCNC(C)=O)c[nH]c2cc1O ?
TWEAK Fn14 block: -1; SRC3 inh: 0; SRC1 inh: 8; TROY NFkB inh: 6; TLR9-MyD88 block: -2; NCOA2 inhibitor: -4; ABHD5-PLIN5 inh: -4; NR2F2 inh: 10; LRH-1 inv ag: 9; NOD2-RIPK2 inh: -7; Granule exo inh: -4

How did CC(=O)C[C@H](O)CC(=O)[C@@H]1OC(=O)CCCCCCCCc2ccccc21 do in these assays?
TWEAK Fn14 block: 10; SRC3 inh: -3; SRC1 inh: 3; TROY NFkB inh: -17; TLR9-MyD88 block: -3; NCOA2 inhibitor: 5; ABHD5-PLIN5 inh: 6; NR2F2 inh: 1; LRH-1 inv ag: 4; NOD2-RIPK2 inh: -1; Granule exo inh: 1

What do the screens show for `CCOC(=O)c1c(NC(=O)CSc2ncnc3ccccc23)sc(C)c1C`?
TWEAK Fn14 block: 20; SRC3 inh: -3; SRC1 inh: -25; TROY NFkB inh: 9; TLR9-MyD88 block: 4; NCOA2 inhibitor: 6; ABHD5-PLIN5 inh: -3; NR2F2 inh: 4; LRH-1 inv ag: -1; NOD2-RIPK2 inh: -1; Granule exo inh: 3

Results for CCCC(C)NC(=O)CN(c1ccc2c(c1)OCCO2)S(=O)(=O)c1ccccc1 (stereo unspecified) ?
TWEAK Fn14 block: 22; SRC3 inh: -14; SRC1 inh: -14; TROY NFkB inh: 5; TLR9-MyD88 block: 3; NCOA2 inhibitor: 19; ABHD5-PLIN5 inh: -3; NR2F2 inh: 8; LRH-1 inv ag: 6; NOD2-RIPK2 inh: -19; Granule exo inh: -3

Results for Cc1ccc(S(=O)(=O)N2CCN(C(=O)c3sccc3C)CC2)cc1 ?
TWEAK Fn14 block: 2; SRC3 inh: -7; SRC1 inh: -9; TROY NFkB inh: -7; TLR9-MyD88 block: 6; NCOA2 inhibitor: -2; ABHD5-PLIN5 inh: -3; NR2F2 inh: 14; LRH-1 inv ag: 8; NOD2-RIPK2 inh: -4; Granule exo inh: 1

How did COc1ccc(CNC(=O)C2=CCN(S(=O)(=O)c3ccc(C)cc3)CC2)cc1 do in these assays?
TWEAK Fn14 block: -3; SRC3 inh: -3; SRC1 inh: 6; TROY NFkB inh: -3; TLR9-MyD88 block: -4; NCOA2 inhibitor: -14; ABHD5-PLIN5 inh: -13; NR2F2 inh: 14; LRH-1 inv ag: -8; NOD2-RIPK2 inh: -8; Granule exo inh: -2

What do the screens show for `CCC1=C(OC(=O)N(CC)CC)N2C(=O)OC(=NCCOC)[C@]2(Cc2ccccc2)[C@H]2C1=CC[C@H]1C(=O)N(CC)C(=O)[C@H]12`?
TWEAK Fn14 block: -21; SRC3 inh: -6; SRC1 inh: -1; TROY NFkB inh: -7; TLR9-MyD88 block: -9; NCOA2 inhibitor: 2; ABHD5-PLIN5 inh: 6; NR2F2 inh: 18; LRH-1 inv ag: -30; NOD2-RIPK2 inh: -6; Granule exo inh: 16

What do the screens show for `CCCc1cc(=O)[nH]c(SCC(=O)Nc2ccc(OCc3ccccc3)cc2)n1`?
TWEAK Fn14 block: -10; SRC3 inh: -1; SRC1 inh: -3; TROY NFkB inh: -34; TLR9-MyD88 block: -2; NCOA2 inhibitor: -51; ABHD5-PLIN5 inh: -3; NR2F2 inh: 16; LRH-1 inv ag: -2; NOD2-RIPK2 inh: -5; Granule exo inh: 2

Results for Cc1ccc(S(=O)(=O)N2CCOCC2)cc1NC(=O)COC(=O)Cc1ccsc1 ?
TWEAK Fn14 block: -7; SRC3 inh: 10; SRC1 inh: 12; TROY NFkB inh: -4; TLR9-MyD88 block: 4; NCOA2 inhibitor: -4; ABHD5-PLIN5 inh: -6; NR2F2 inh: -6; LRH-1 inv ag: 3; NOD2-RIPK2 inh: -9; Granule exo inh: -2

What do the screens show for `COC(=O)c1c(/N=C/NOCc2ccc(Cl)cc2)sc2c1CCN(c1ncc(C(F)(F)F)cc1Cl)C2`?
TWEAK Fn14 block: 5; SRC3 inh: 4; SRC1 inh: 4; TROY NFkB inh: 1; TLR9-MyD88 block: -4; NCOA2 inhibitor: -3; ABHD5-PLIN5 inh: 0; NR2F2 inh: 12; LRH-1 inv ag: -19; NOD2-RIPK2 inh: -4; Granule exo inh: -9

How did CC(C)C1CC(C(=O)Nc2ccccc2)C(=O)O1 (stereo unspecified) do in these assays?
TWEAK Fn14 block: -12; SRC3 inh: 10; SRC1 inh: -31; TROY NFkB inh: -5; TLR9-MyD88 block: 0; NCOA2 inhibitor: -24; ABHD5-PLIN5 inh: -2; NR2F2 inh: -16; LRH-1 inv ag: -6; NOD2-RIPK2 inh: -1; Granule exo inh: -14

How did O=C(NN=C1CCC(c2ccccc2)CC1)c1cc2c(s1)CCCC2 (stereo unspecified) do in these assays?
TWEAK Fn14 block: 6; SRC3 inh: 9; SRC1 inh: 3; TROY NFkB inh: -7; TLR9-MyD88 block: -3; NCOA2 inhibitor: -6; ABHD5-PLIN5 inh: -7; NR2F2 inh: -15; LRH-1 inv ag: -23; NOD2-RIPK2 inh: -7; Granule exo inh: -1

How did CCCCN(C)C(=O)CCCc1c[nH]c2ccccc12 do in these assays?
TWEAK Fn14 block: -16; SRC3 inh: -27; SRC1 inh: -22; TROY NFkB inh: -41; TLR9-MyD88 block: 13; NCOA2 inhibitor: -31; ABHD5-PLIN5 inh: 1; NR2F2 inh: -33; LRH-1 inv ag: -19; NOD2-RIPK2 inh: -7; Granule exo inh: -3

What do the screens show for `CN(CC(=O)Nc1ccccc1C(F)(F)F)C(=O)c1cc([N+](=O)[O-])ccc1N1CCOCC1`?
TWEAK Fn14 block: 6; SRC3 inh: -9; SRC1 inh: -1; TROY NFkB inh: -14; TLR9-MyD88 block: -2; NCOA2 inhibitor: 15; ABHD5-PLIN5 inh: -3; NR2F2 inh: -6; LRH-1 inv ag: -8; NOD2-RIPK2 inh: -7; Granule exo inh: 5

Results for COCCNC(=O)CN(CCc1ccccc1)S(=O)(=O)c1ccc(OC)cc1 ?
TWEAK Fn14 block: 4; SRC3 inh: 0; SRC1 inh: -5; TROY NFkB inh: -6; TLR9-MyD88 block: -10; NCOA2 inhibitor: -1; ABHD5-PLIN5 inh: -4; NR2F2 inh: 12; LRH-1 inv ag: 2; NOD2-RIPK2 inh: 0; Granule exo inh: 0

Results for COc1ccccc1CNC(=O)COc1ccc(S(=O)(=O)N2CCOCC2)cc1 ?
TWEAK Fn14 block: 1; SRC3 inh: -5; SRC1 inh: 1; TROY NFkB inh: -7; TLR9-MyD88 block: -3; NCOA2 inhibitor: -21; ABHD5-PLIN5 inh: 12; NR2F2 inh: -10; LRH-1 inv ag: -17; NOD2-RIPK2 inh: -1; Granule exo inh: 10

How did O=S(=O)(O)c1cc(Cl)cc(N=Nc2ccc(O)cc2O)c1O do in these assays?
TWEAK Fn14 block: 4; SRC3 inh: -26; SRC1 inh: 6; TROY NFkB inh: 2; TLR9-MyD88 block: 8; NCOA2 inhibitor: 1; ABHD5-PLIN5 inh: 4; NR2F2 inh: 7; LRH-1 inv ag: 4; NOD2-RIPK2 inh: 1; Granule exo inh: -3

How did Cn1c(SCC(=O)NC(C)(C)C)nc(O)cc1=O do in these assays?
TWEAK Fn14 block: -19; SRC3 inh: 3; SRC1 inh: 10; TROY NFkB inh: -24; TLR9-MyD88 block: 3; NCOA2 inhibitor: 12; ABHD5-PLIN5 inh: 0; NR2F2 inh: 9; LRH-1 inv ag: -1; NOD2-RIPK2 inh: 3; Granule exo inh: -2
